# PREPL inh – inhibitors of human prolyl oligopeptidase-like enzyme PREPL; recombinant PREPL, fluorescence polarization activity-based probe; inhibition, % at 5.96 µM; Q4J6C6; hit rate 0.68% among 320,000; in the data active means inhibition above about 43%;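 further: 0% = enzyme with DMSO and 100% = wells lacking enzyme; many of its hits are not listed in these tables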
# JMJD2C inh – inhibitors of human GASC-1 (JMJD2C) demethylase; Q9H3R0; GST-JMJD2C(1-420) H3K9me3 demethylation, DELFIA europium; inhibition, % at 2.35 µM; hit rate 0.069% among 330,000;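 active means more than half of a compound's replicate wells show inhibition beyond 50%, single wells judged on their own value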;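 further: signal counts dimethyl H3K9 product captured on neutravidin plate; 0% = median of DMSO wells and 100% = 0.3 times that DMSO median; strong numbers were not always called active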
# PP1 inh – blocks human PP1-alpha phosphatase, a PP5 counter-screen; P62136; purified PP1alpha, OMFP fluorescence; inhibition, % at 6.7 µM; hit rate 0.9% among 320,000; AID 2235;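 active means inhibition above the mean inhibition of all tested compounds plus 3 SD, computed separately for each screening campaign, cut at about 15% in these data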
# Target sequence (P62136 whole entry, looked up): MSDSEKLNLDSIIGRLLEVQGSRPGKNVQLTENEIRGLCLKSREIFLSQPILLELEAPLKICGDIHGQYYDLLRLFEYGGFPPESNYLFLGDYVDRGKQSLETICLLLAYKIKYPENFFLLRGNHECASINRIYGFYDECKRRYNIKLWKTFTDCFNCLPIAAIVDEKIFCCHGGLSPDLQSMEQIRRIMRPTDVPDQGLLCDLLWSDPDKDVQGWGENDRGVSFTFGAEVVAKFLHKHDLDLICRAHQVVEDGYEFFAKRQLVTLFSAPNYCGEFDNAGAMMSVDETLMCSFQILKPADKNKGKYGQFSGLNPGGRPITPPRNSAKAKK
# LYPLA2 inh – blocks human lysophospholipase 2, a PME1 counter-screen; recombinant LYPLA2, FP-Rh probe fluorescence polarization; inhibition, % at 5.9 µM; hit rate 0.38% among 320,000;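 active means inhibition above the screen-wide mean plus 3 SD, limit set per campaign, cut at about 26% in these data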;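 further: 0% = LYPLA2 with DMSO and 100% = wells lacking LYPLA2 enzyme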
# Target sequence (O95372 whole entry, looked up): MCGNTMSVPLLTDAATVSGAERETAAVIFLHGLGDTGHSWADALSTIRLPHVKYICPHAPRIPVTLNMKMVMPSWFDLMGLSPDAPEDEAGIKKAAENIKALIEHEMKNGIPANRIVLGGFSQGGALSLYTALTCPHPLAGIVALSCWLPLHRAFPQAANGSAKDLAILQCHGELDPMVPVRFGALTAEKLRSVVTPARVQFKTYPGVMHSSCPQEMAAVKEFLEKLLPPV
# Efflux pump mplx – antifungal efflux pump inhibition, Nile Red retention. S. cerevisiae Candida pump triplex. inhibition, % at 10 µM. hit rate 0.44% among 330,000. AID 485275;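 active means plate passing quality check with inhibition over a set limit, or well fluorescence over plate mean plus 4 SD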;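 further: Nile Red retained in pooled yeast measured as flow cytometry median fluorescence; 0% = buffer negative control and 100% = Enniatin B positive control; higher means more Nile Red kept so more efflux inhibition; some compounds called inactive have numbers as strong as hits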
# TPT1 inh – blocks Candida albicans tRNA 2'-phosphotransferase | recombinant caTPT1, FP RNA substrate dephosphorylation | inhibition, % at 5 µM | hit rate 0.81% among 300,000;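 active means inhibition above the mean of all tested compounds plus 3 SD, set per screening campaign, cut at about 24% in these data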;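 further: plate controls were DMSO alone for no effect and ferristatin control at 100 nM for full effect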
# HCV core dimer – HCV core protein dimerization inhibition; TR-FRET GST/Flag-core106 dimerization, 1536-well; inhibition, % at 5 µM; hit rate 0.33% among 300,000;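 active means inhibition above the mean of all tested compounds plus 3 SD, set per screening campaign, cut at about 45% in these data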
#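 System: GST-tagged and Flag-tagged HCV core protein residues 1-106 / Input: core106 proteins, GST 13.5 nM and Flag 17 nM / Buffer or medium: KF-containing HEPES buffer, pH 7.45, DTT, CHAPS, BSA / Probe or stimulus: Eu-anti-GST and XL665-anti-Flag labelled anti-tag antibodies / Schedule: 4 h, 22.5 °C incubation / Technique: TR-FRET 671 and 617 nm emission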
# CTSL1 counter – blocks F. hepatica cathepsin L1 in PFM18AAP counter-screen. AID 1906. recombinant F. hepatica cathepsin L1, Z-Leu-Arg-MCA fluorescence. inhibition, % at 5.96 µM. hit rate 0.49% among 300,000;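 active means inhibition above the mean of all tested compounds plus 3 SD, set per screening campaign, cut at about 17% in these data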;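 further: 0% = plate median of test compound wells and 100% = 1 µM Z-Phe-Ala-diazomethylketone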
# PP5 primary – inhibitors of human protein phosphatase 5 (PP5); P53041; inhibition, % at 6.7 µM; hit rate 0.18% among 320,000; purified PP5c, OMFP substrate fluorescence;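 active means inhibition above the campaign's mean inhibition across all tested compounds plus 3 SD, cut at about 9.5% in these data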;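 further: 0% = DMSO only and 100% = 100 µM cantharidin control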
# Target sequence (P53041 whole entry, looked up): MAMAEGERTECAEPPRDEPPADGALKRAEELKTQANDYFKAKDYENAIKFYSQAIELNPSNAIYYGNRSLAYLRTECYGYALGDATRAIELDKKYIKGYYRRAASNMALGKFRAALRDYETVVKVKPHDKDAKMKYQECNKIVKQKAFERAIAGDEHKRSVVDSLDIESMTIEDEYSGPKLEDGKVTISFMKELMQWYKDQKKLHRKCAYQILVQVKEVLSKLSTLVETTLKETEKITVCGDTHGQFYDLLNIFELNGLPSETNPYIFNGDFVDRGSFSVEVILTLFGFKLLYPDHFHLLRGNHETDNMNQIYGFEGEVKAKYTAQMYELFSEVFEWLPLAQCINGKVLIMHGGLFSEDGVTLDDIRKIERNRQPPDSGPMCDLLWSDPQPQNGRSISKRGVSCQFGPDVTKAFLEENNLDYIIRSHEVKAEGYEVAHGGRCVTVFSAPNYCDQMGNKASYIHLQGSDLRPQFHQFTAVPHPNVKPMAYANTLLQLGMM
# * marks the source's active call; other numbers are inactive results; nt = no result given. These rows are one share of the data; the hit share may differ from the screen's.
canonical_smiles	PREPL inh	JMJD2C inh	PP1 inh	LYPLA2 inh	Efflux pump mplx	TPT1 inh	HCV core dimer	CTSL1 counter	PP5 primary
O=C(Nc1ccnn1C1CCN(Cc2cccc(OCCO)c2)CC1)C1CCCC1	2	1	-2	-1	0.1	-6	-3	0	-0.3
CCOc1ccc2[nH]c3c(N4CCN(c5ccccn5)CC4)ncnc3c2c1	68*	7	-6	3	0.1	-3	1	4	2.9
Cc1ccc2c(NC(=O)c3ccc(Br)o3)cccc2n1	14	-10	-2	-1	0.1	6	0	3	-0.9
CCc1ccc(NC(=O)C(C)OC(=O)c2ccc(-n3cnnn3)cc2)cc1 (stereo not given)	3	-2	-4	-5	0.0	-4	0	1	-0.3
CCN1C(=O)N[C@@H](c2cccs2)C(C(=O)OC)=C1C	-9	-3	-6	9	0.2	0	-17	9	6.6
O=C(CSc1ccc(-c2ccc3c(c2)OCO3)nn1)Nc1nccs1	-3	-26	3	-4	-0.1	6	4	-3	-1.4
COc1ccc(/C=C(/NC(=O)c2cccc([N+](=O)[O-])c2)C(=O)O)cc1	-7	2	-4	-1	-0.3	0	-2	-1	-0.1
O=C(Cc1cccc(NC(=O)C2CCCN(C(=O)CCc3ccccc3)C2)c1)Nc1cccc(C(=O)N2CCCC2)c1 (stereo not given)	3	-3	-3	-3	0.2	nt	nt	nt	0.6
O=C(c1cccc(F)c1)N1CCN(c2ccc([N+](=O)[O-])c(N3CCCCC3)c2)CC1	17	-1	3	6	0.0	-3	10	-4	-0.9
CCOc1ccc2ccccc2c1/C=N/NC(=O)c1c(C)cc(C)[nH]c1=O	-5	-9	1	-2	-0.2	0	-17	7	2.7
CCOc1ccc(C(c2c(NC(=O)c3ccccc3)sc(C)c2C)N2CCN(CCO)CC2)cc1 (stereo not given)	20	0	10	11	-0.3	-1	-7	3	2.7
COc1nc(C)cc(C)c1S(=O)(=O)c1ccccc1	6	22	3	2	-0.1	1	-12	3	3.8
CCC(C)c1ccc(OCC(=O)Nc2ccc3c(c2)C(=O)NC3=O)cc1 (stereo not given)	-8	1	6	11	0.1	2	17	0	1.1
Cc1ccccc1NC(=O)NC1(C(=O)N2CCC(C(N)=O)CC2)CCCCC1	3	7	-2	-2	-0.1	3	-6	-2	-0.1
Cc1cccc(NC(=S)N2CCN(C(=O)C3CCCO3)CC2)c1 (stereo not given)	-2	-3	-4	1	-0.2	2	5	1	-0.8

# (further entries)
canonical_smiles	PREPL inh	JMJD2C inh	PP1 inh	LYPLA2 inh	Efflux pump mplx	TPT1 inh	HCV core dimer	CTSL1 counter	PP5 primary
Cc1cccc(NC(=O)CN2C(=O)CSC2=O)c1	5	3	1	17	-0.1	-1	3	0	5.6
COc1ccc(CN2C(=O)c3ccccc3C2=O)cc1C(=O)O	-1	14	-1	-3	1.4	-2	0	2	-0.3
O=C(C1CCCCN1S(=O)(=O)c1ccccc1[N+](=O)[O-])N1CCCCC1 (stereo not given)	-6	4	-3	4	-0.1	-3	2	-16	-3.7
Nc1nonc1-n1nnc(C(=O)N/N=C/c2ccc(Br)cc2)c1CSC1=NCCS1	2	4	9	-56	-0.7	0	9	-2	1.8
CCC1=NN(C(=O)c2ccc(C)cc2)C(O)(c2ccc(Br)cc2)C1 (stereo not given)	-10	-5	-2	2	-0.2	-2	-3	0	2.2
C#CC(CC)(CC)NC(=S)Nc1ccc(S(N)(=O)=O)cc1	-9	5	2	9	-1.2	-2	-1	1	0.7
O=S(=O)(Nc1ccccc1N1CCOCC1)c1ccc(F)c(Cl)c1	9	-10	3	-5	0.1	1	-7	3	1.1
COCCOCC(O)CN1CCN(c2ccccc2)CC1 (stereo not given)	16	3	-1	3	-0.1	-6	-3	-1	3.0
O=C(c1cc(COc2ccc(-n3cncn3)cc2)on1)N1CCCC1	7	14	1	-1	9.9*	-1	-4	-14	-4.2
O=C(NCCc1nc(-c2ccccc2)no1)c1ccccc1	4	-12	-3	0	0.2	2	-14	-4	-3.1
COc1cc(SC)ccc1C(=O)N1CCN(Cc2ccc3c(c2)OCO3)CC1	22	20	-5	2	0.0	1	10	1	1.9
O=C(NCCc1ccccc1)c1ccc(Cl)c(S(=O)(=O)N2CCCC2)c1	1	-28	3	1	0.1	5	-14	0	3.2
COc1ccc(NS(=O)(=O)c2cccc(C(=O)NCc3cccnc3)c2)cc1	-2	-4	-6	-1	0.0	-1	5	2	-0.4
O=c1c(Cc2ccc(Cl)cc2Cl)c(O)ccn1CC(F)(F)F	20	9	2	2	1.9	-3	-13	-3	3.9
CC(C#N)On1c(SC(C)C#N)nc2ccccc2c1=O (stereo not given)	-3	4	0	0	0.0	-1	1	2	-1.4

# (list continues)
canonical_smiles	PREPL inh	JMJD2C inh	PP1 inh	LYPLA2 inh	Efflux pump mplx	TPT1 inh	HCV core dimer	CTSL1 counter	PP5 primary
CC(=O)N/C(=C\c1ccc(F)cc1)C(=O)OC(C)C	12	6	-4	-2	-0.1	1	6	3	-0.2
CC(C(=O)Nc1cccc(C#N)c1)N(C)CCOc1ccccc1 (stereo not given)	-3	1	2	-2	0.0	-2	-7	-2	0.1
Cc1nn(-c2ccccc2)c(C)c1NC(=O)COC(=O)c1ccccc1OC(F)F	-2	-21	-3	2	0.0	0	0	-2	-1.0
COCCCNC(=O)/C(C#N)=C/c1c(N2CCN(C)CC2)nc2c(C)cccn2c1=O	2	3	0	4	0.1	-4	5	2	0.0
Cc1cc2oc(=O)cc(COC(=O)c3n[nH]c4ccccc34)c2cc1C	-12	3	-3	-3	-0.1	8	14	2	0.5
C/C(=N\NC(=O)CN(c1ccc(C)cc1)S(C)(=O)=O)c1cccs1	-6	3	1	-2	-8.5	-3	5	-1	-1.0
COC(=O)c1ccc(NC(=O)Nc2ccccc2F)cc1	4	-2	-1	3	0.0	1	-10	1	4.5
Cc1cccc(C)c1NC(=O)CCCCCNS(=O)(=O)c1ccccc1	-1	0	-3	-1	-0.3	-2	1	0	0.2
Cc1onc(-c2ccc(Cl)cc2Cl)c1C(=O)/C=C/N(C)C	17	3	1	5	-0.1	-6	-4	4	-2.0
O=C(CNC(=O)c1ccccc1F)OCCOc1cccc(Cl)c1	-9	-3	-3	0	0.0	-2	2	-5	-1.4
CCn1c(=O)c(C(=O)CN2CCN(S(=O)(=O)c3ccccc3)CC2)c(N)n(Cc2ccccc2)c1=O	1	1	-3	4	-0.1	4	2	-1	3.2
CC(C)(C)OC(=O)NCc1ccc(CNC(=O)c2[nH]cnc2C(=O)N[C@@H](Cc2ccccc2)C(=O)OC(C)(C)C)cc1	3	-9	6	-23	0.2	-1	7	-2	7.3
C/C(=N\NC(=O)Cn1nc(C)c([N+](=O)[O-])c1C)c1ccc(O)cc1	17	2	2	8	0.1	-2	-18	-1	1.8
CCc1cccc(OCCCN2C(=O)NC(C)(C)C2=O)c1	-4	9	5	7	-0.1	-1	0	-1	0.6
Cc1cc(C)nc(NS(=O)(=O)c2ccc(N/C=C\C(=O)c3ccc(Cl)cc3)cc2)n1	17	3	-1	-1	0.3	5	16	1	1.8

# Further structures.
canonical_smiles	PREPL inh	JMJD2C inh	PP1 inh	LYPLA2 inh	Efflux pump mplx	TPT1 inh	HCV core dimer	CTSL1 counter	PP5 primary
CC1CCN(c2ccccc2NC(=S)NC(=O)c2ccco2)CC1	-3	1	-1	-5	0.0	-4	2	0	2.7
Nc1nonc1-n1nnc(C(=O)N/N=C/c2ccccc2Cl)c1CSc1ccccc1	-12	4	9	-46	0.1	1	6	2	1.7
O=[N+]([O-])c1cccc(-c2nc3ccccc3s/c2=N/O)c1	25	-3	1	-36	0.7*	-1	-3	6	1.8
O=C(CN1C(=O)c2ccccc2S1(=O)=O)c1ccc(F)cc1	3	-17	1	2	-0.3	-1	-2	10	-1.2
CC(=O)NC1=NN(C(C)=O)C(C)(c2ccc(C)cc2)S1 (stereo not given)	-4	-5	-4	1	0.2	1	-9	-2	0.6
CC(=O)CCC1C2C(O)C(C(C)C)C(OC(=O)/C=C/c3ccccc3)CC12C (stereo not given)	6	-2	4	7	0.2	0	0	3	3.2
CSc1ccc(S(=O)(=O)NCC(=O)OCC(=O)NC2(C#N)CCCCC2)cc1[N+](=O)[O-]	16	0	-1	2	-0.1	-2	-5	-17	0.4
COc1ccc2nc(SCC(=O)NCC3CCCO3)c(C#N)cc2c1 (stereo not given)	7	11	-3	-1	-0.5	3	-1	-2	-2.0
S=C(NCCc1ccccc1)Nc1ccc(Br)cc1	-6	0	2	-1	-0.6	-3	-6	-4	3.3
Clc1ccc(-c2csc(-c3cccnc3)n2)s1	8	-7	-3	0	0.1	2	6	8	2.7
O=C(NNC(=O)C1CCN(S(=O)(=O)c2ccc(Cl)cc2)CC1)c1ccccc1	2	-10	-1	0	0.1	2	3	0	1.3
O=C(N(c1ccccc1)c1ccccc1)n1ccnc1	5	8	-2	-4	-0.1	-4	0	-2	-1.0
CC(Oc1ccc(Cl)cc1Cl)C(=O)Nc1ccncc1 (stereo not given)	-29	-4	1	-5	0.0	1	5	-3	0.1
O=C(CNC(=O)c1cccs1)OCC(=O)c1ccc2ccccc2c1	-3	-29	-2	-3	0.2	-3	8	-25	-1.5
CCc1cccc(NC(=O)CCS(=O)(=O)c2ccc3c(c2)NC(=O)CO3)c1	1	-15	-5	-4	-0.1	0	1	-19	-1.9

# Other results:
canonical_smiles	PREPL inh	JMJD2C inh	PP1 inh	LYPLA2 inh	Efflux pump mplx	TPT1 inh	HCV core dimer	CTSL1 counter	PP5 primary
CCN(CC(=O)Nc1c(F)cccc1F)C(=O)c1cnc(C)cn1	4	-4	-3	-3	-0.1	nt	nt	nt	-1.2
COc1ccccc1-c1noc(-c2ccncc2)n1	16	-1	0	-3	0.0	-8	-6	2	0.8
CN1CCN(c2nc3c(c(=O)n(C)c(=O)n3C)n2Cc2ccccc2)CC1	10	0	-3	-3	0.1	-4	0	-5	-0.4
CC(=O)Nc1ccccc1OCc1nnc(-c2ccc(Cl)cc2)o1	-6	3	-6	-3	-0.1	-3	3	-3	0.4
COc1ccc(CC(NC(C)=O)C(=O)NC2CCN(C(=O)C3CC3)CC2)cc1OC (stereo not given)	6	-13	-1	-1	0.0	-1	-3	-3	-1.8
COc1ccc(NC(=O)C2CCCN(S(=O)(=O)c3cccc4cccnc34)C2)cc1OC (stereo not given)	9	2	-6	-9	-0.2	-2	-2	-1	-0.2
CC(C)CC(=O)Nc1ccc(C(=O)CN2CCN(c3ccc(O)cc3)CC2)cc1	4	5	-1	11	-0.2	0	-4	3	0.3
COc1ccc(-n2c(N)c(C#N)c3ccc([N+](=O)[O-])cc3c2=O)cc1	15	-2	-1	3	0.0	2	7	1	-0.9
Cc1ccc(NC(=O)CC(=O)Nc2ccc(C)cc2)cc1	-4	14	-5	-3	-0.1	0	-6	3	0.4
COc1ccc(NC(=O)C2CC(c3ccc(Cl)cc3)=NO2)cc1 (stereo not given)	3	0	-1	0	0.0	-2	-1	3	0.8
O=C(CSCC(=O)N1CCOCC1)Nc1ccccc1	-4	nt	0	-2	0.0	-4	4	-1	0.9
CC(=O)c1c(C)[nH]c(C(=O)Nc2cccc(C)n2)c1C	10	-16	-5	3	0.3	2	-10	3	-0.1
O=C(Nc1ccc(Br)c2cccnc12)c1ccc(Cn2cc(Cl)cn2)o1	9	4	-5	0	-0.1	3	2	0	-0.2
